Screens: PubChem BioAssay, Johns Hopkins Ion Channel Center
RGS4 act = RGS4 potentiation or activation; HEK293 M3R/inducible RGS4, carbachol calcium flux Fluo4; hits give low values; B-score at 10 µM; 0.92% of 310,000 active; AID 463111;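 active = B-score of the integrated calcium signal more than 4 SD below the library mean, with starting fluorescence not abnormally high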;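 note: negative B-score means reduced calcium response which marks RGS4 activation or potentiation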
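Material: Inducible-RGS4 HEK293 cells carrying M3 receptor; also added: carbachol at ECmax as muscarinic agonist stimulus; incubation: compound preincubation 20 min at room temperature before agonist; signal: Fluo4-AM (2 µM) calcium-flux fluorescence, kinetic read; measure: integrated calcium ratio converted to B score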
MrgX1 allo act = human MrgX1 positive allosteric modulation, primary screen. Q96LB2. MrgX1-HEK293, Fluo-4 calcium flux, FDSS; hits give high values. B-score at 10 µM. 0.63% of 310,000 active;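 active = plate-corrected calcium response at least 3 library SD above typical, normal starting fluorescence, not activating the receptor alone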;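 note: compound read alongside a low EC10 to EC30 dose of BAM8-22 agonist; peak minus trough fluorescence over baseline measured at the second addition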
KCNQ1 block = inhibitors of human KCNQ1 potassium channel | CHO-K1 KCNQ1, FluxOR thallium flux fluorescence; hits give high values | B-score at 10 µM | 1.3% of 310,000 active | AID 2642;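 active = compounds whose thallium flux B-score, printed positive for inhibition, exceeds three library SD while starting fluorescence stays within three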;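 note: channel opened by potassium depolarization with thallium stimulus after 20 min compound exposure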
hERG rescue = compounds protecting human hERG from proarrhythmic drug block | AID 1511 | CHO-hERG, FluxOR thallium flux, dofetilide IC70 present | activation (rescue from dofetilide block), less the hit threshold, % at 10 µM | 0.51% of 310,000 active;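 active = activation above the mean of controls blocked by dofetilide plus 5 SD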;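 note: thallium influx through hERG after potassium depolarization seen as dye fluorescence rise; in these data hits start at about 4.7%; inactives centre near -7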
Target sequence (Q12809 whole entry, looked up): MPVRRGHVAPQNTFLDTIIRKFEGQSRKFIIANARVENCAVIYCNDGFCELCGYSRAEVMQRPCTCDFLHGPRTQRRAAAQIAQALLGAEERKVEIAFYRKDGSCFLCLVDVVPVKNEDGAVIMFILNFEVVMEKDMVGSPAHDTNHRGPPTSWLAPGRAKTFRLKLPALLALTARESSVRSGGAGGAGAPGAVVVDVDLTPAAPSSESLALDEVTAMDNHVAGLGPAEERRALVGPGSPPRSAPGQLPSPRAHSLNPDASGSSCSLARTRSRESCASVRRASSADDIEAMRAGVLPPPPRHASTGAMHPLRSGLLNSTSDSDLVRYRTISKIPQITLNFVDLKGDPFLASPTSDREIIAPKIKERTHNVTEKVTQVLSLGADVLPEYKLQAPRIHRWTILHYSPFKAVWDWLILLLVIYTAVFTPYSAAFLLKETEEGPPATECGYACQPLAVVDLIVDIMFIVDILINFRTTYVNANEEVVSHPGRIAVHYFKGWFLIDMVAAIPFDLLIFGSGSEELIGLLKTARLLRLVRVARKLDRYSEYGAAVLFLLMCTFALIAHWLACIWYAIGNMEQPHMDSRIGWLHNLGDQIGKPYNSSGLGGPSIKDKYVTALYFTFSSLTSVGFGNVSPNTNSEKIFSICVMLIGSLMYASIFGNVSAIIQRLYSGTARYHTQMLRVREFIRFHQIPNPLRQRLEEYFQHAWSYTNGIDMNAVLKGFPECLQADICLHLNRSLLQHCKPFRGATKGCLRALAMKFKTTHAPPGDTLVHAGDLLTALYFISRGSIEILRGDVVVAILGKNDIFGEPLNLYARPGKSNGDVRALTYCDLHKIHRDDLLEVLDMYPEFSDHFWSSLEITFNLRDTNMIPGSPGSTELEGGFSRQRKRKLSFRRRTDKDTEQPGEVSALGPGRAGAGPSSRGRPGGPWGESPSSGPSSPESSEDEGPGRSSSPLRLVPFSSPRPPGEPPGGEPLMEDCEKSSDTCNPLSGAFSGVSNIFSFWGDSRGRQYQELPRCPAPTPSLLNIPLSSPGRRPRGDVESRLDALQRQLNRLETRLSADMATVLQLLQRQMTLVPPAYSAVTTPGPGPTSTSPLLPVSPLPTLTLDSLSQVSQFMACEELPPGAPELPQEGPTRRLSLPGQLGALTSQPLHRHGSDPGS
KCNQ1 pot = human KCNQ1 channel potentiation or activation. CHO-K1 KCNQ1, thallium flux FluxOR fluorescence; hits give high values. B-score at 10 µM. 0.35% of 310,000 active;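 active = fluorescence ratio B-score, a plate-corrected score, at least three library SD, with initial intensity B-score within 5 SD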
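Assay system: stable KCNQ1 CHO-K1 line; medium: assay buffer, equal DMSO in all wells; timing: 90 min dye loading and 20 min compound exposure, both at room temperature; technique: kinetic FluxOR thallium fluorescence, 10-s 1-Hz baseline, 110-s post-stimulus read; read-out basis: B score of baseline-normalized fluorescence ratio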
ANO1 block = mouse TMEM16A channel inhibition, primary screen. HEK293 TMEM16A/YFP iodide influx fluorescence, ionomycin. normalized B-score (activity score, 25-100; higher = stronger inhibition) at 10 µM. 1.2% of 310,000 active. AID 588511;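 active = ratio plate-corrected score three or more library SD toward inhibition, starting fluorescence score within five deviations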;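 note: score derived from kinetic fluorescence span divided by baseline fluorescence per well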
MrgX1 agonist = activates human MrgX1 receptor signaling | Q96LB2 | MrgX1-HEK293 cells, Fluo-4 calcium fluorescence, agonist mode; hits give high values | B-score at 10 µM | 0.44% of 310,000 active;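 active = calcium response B-score plate-corrected fluorescence ratio at least 3 library SD, with starting fluorescence B-score inside 5 SD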
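Material: HEK293 cells stably expressing human MrgX1 receptor | Quantity: 15,000 cells per well | Times: Cells plated overnight, dye loaded 0.5 h 37 °C, 0.5 h room temperature | Measured by: Kinetic Fluo-4 NW fluorescence of intracellular calcium | Control set: Positive and negative controls per plate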
RGS4 block = inhibitors of human RGS4; HEK293 M3R/RGS4 inducible, Fluo-4 calcium flux; hits give high values; triggered by carbachol at its EC20; P49798; 0.45% of 310,000 active; B-score at 10 µM;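 active = B-score, a plate-corrected calcium signal, over three deviations above library mean, with baseline fluorescence within five deviations of library mean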;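 note: RGS4 expression induced by doxycycline in cells with stable M3 receptor; B-score is computed from the integrated fluorescence ratio over baseline after carbachol; higher B-score means a larger calcium signal and so more RGS4 inhibition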
KCNK9 block = inhibitors of human KCNK9 two-pore domain potassium channel; Q9NPC2; B-score at 10 µM; HEK293 KCNK9, FluxOR thallium flux fluorescence; hits give low values; 1.2% of 310,000 active;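 active = ratio B-score over 3 SD below the library mean, with starting fluorescence within 5 SD of its mean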;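 note: negative B-score means less thallium flux so channel inhibition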
TMEM16A act = activates or potentiates the mouse TMEM16A chloride channel; Q8BHY3; HEK293 TMEM16A/YFP-H148Q/I152L, iodide quench fluorescence; hits give low values; B-score at 10 µM; 0.3% of 340,000 active; AID 623877;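 active = fluorescence-ratio B-score plate-corrected deviation score at least 3 library SD below zero, with starting fluorescence score within 5 deviations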;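 note: channel opened by trigger with iodide after compound preincubation; score built on the fluorescence ratio of max minus min over baseline; more negative score means more quench and so TMEM16A activation or potentiation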
KCNK3 inh = human KCNK3 channel inhibition, primary screen; O14649; CHO-KCNK3 thallium flux, FluxOR fluorescence; hits give low values; B-score at 10 µM; 0.84% of 340,000 active; AID 602410;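 active = B-score under library mean minus 4 SD, starting fluorescence ratio at most library mean plus 5 SD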;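 note: more negative B-score means stronger inhibition of thallium flux through KCNK3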
The depositor's hits bear a star; i = inactive; . = not tested or not shown. This is a random part of the collection; about 6.3% have a hit in one of these screens.

entry	SMILES	hERG rescue	RGS4 act	MrgX1 agonist	KCNK3 inh	MrgX1 allo act	KCNQ1 block	RGS4 block	TMEM16A act	KCNQ1 pot	KCNK9 block	ANO1 block
1	CCOc1cc(N2CCOCC2)c(OCC)cc1NS(=O)(=O)c1cc(NC(C)=O)ccc1OC	-6	i	i	i	i	i	i	i	i	i	i
2	CCOC(=O)c1cnn(-c2ncnc3sc(C)c(C)c23)c1N	-6	i	i	i	i	i	i	i	i	i	i
3	C[C@@H](C(=O)N1CCN(C(=O)OC(C)(C)C)CC1)n1cc(CCCN=C(NC(=O)OC(C)(C)C)NC(=O)OC(C)(C)C)nn1	-8	i	i	i	i	i	i	i	i	i	i
4	CC(=O)c1sc(-c2ccccc2)cc1N	-2	i	i	i	i	i	i	i	i	i	i
5	CCCC(=O)N1CCc2cc(OC)c(OC)cc2C1COc1ccccc1OC (stereo not drawn)	-5	i	i	i	i	i	i	i	i	i	i
6	Cc1c(O)c(S(=O)(=O)c2ccccc2)c(=O)n(-c2ccccc2)c1-c1ccccc1	-3	i	i	i	i	i	i	i	i	i	i
7	O=C(C1CCN(S(=O)(=O)c2cnc[nH]2)CC1)N1CCn2c1nc1ccccc12	-8	i	i	i	i	i	i	i	i	i	i
8	COc1ccc(CN2C(=O)c3ccccc3C2=O)cc1C(=O)OC(C)C(=O)NC(N)=O (stereo not drawn)	1	i	i	i	i	i	i	i	i	i	i
9	c1ccc(N2CCN(c3cnc4ccccc4n3)CC2)cc1	-8	i	i	i	i	i	i	i	i	i	i
10	S=C(NCc1ccncc1)NC1CCCCC1	-10	i	i	i	i	i	i	i	i	i	i
11	CSc1ccc(CNC2CC2)cc1	-6	i	i	i	i	i	i	i	i	i	i
12	O=C(CSc1nnc(-c2cccs2)o1)OC1CCCCC1	-7	i	i	i	i	i	i	i	i	i	i
13	Cc1cccc(NC(=O)CSc2nc3c(oc4ccccc43)c(=O)n2-c2ccccc2)c1	-13	i	i	i	i	i	i	i	i	i	i
14	O=C(CN1C(=O)C2CC=CCC2C1=O)NC1CCCCC1 (stereo not drawn)	-10	i	i	i	i	i	i	i	i	i	i
15	O=C(CCn1c(=S)oc2ccccc21)Nc1ccc(F)cc1	-6	i	i	i	i	i	i	i	i	i	i

Whole records from above:
Cc1c(O)c(S(=O)(=O)c2ccccc2)c(=O)n(-c2ccccc2)c1-c1ccccc1 across the screens: hERG rescue = -3; RGS4 act = i; MrgX1 agonist = i; KCNK3 inh = i; MrgX1 allo act = i; KCNQ1 block = i; RGS4 block = i; TMEM16A act = i; KCNQ1 pot = i; KCNK9 block = i; ANO1 block = i
CCOC(=O)c1cnn(-c2ncnc3sc(C)c(C)c23)c1N across the screens: hERG rescue = -6; RGS4 act = i; MrgX1 agonist = i; KCNK3 inh = i; MrgX1 allo act = i; KCNQ1 block = i; RGS4 block = i; TMEM16A act = i; KCNQ1 pot = i; KCNK9 block = i; ANO1 block = i

The results go on.
entry	SMILES	hERG rescue	RGS4 act	MrgX1 agonist	KCNK3 inh	MrgX1 allo act	KCNQ1 block	RGS4 block	TMEM16A act	KCNQ1 pot	KCNK9 block	ANO1 block
16	COC(=O)C1=NNC(C(=O)c2ccco2)C1c1ccc(OC)cc1 (stereo not drawn)	-3	i	i	i	i	i	i	i	i	i	i
17	Cc1nn(CCOc2ccccc2)c(=O)n1-c1c(F)cccc1F	-12	i	i	i	i	i	i	i	i	i	i
18	CN1CCN(CCOc2ccc(-c3ccccc3)cc2)CC1	-8	i	i	i	i	i	i	i	i	i	i
19	O=C(COC(=O)c1cnccn1)Nc1ccc(Cl)cc1C(F)(F)F	-11	i	i	i	i	i	i	i	i	i	i
20	CC(C)(C)Nc1nc(SCC(=O)Nc2ccccc2Cl)nc(N2CCOCC2)n1	-10	i	i	i	i	i	i	i	i	i	i
21	CC(C)(O)C#Cc1ccc(CN2CCN(CCc3ccccc3)C(CCO)C2)s1 (stereo not drawn)	-13	i	i	i	i	i	i	i	i	i	i
22	CN(C1CCCC1)C1CCN(C(=O)CNC(=O)/C=C/c2ccc(F)cc2)CC1	-5	i	i	i	i	i	i	i	i	i	i
23	COc1cccc(CNC(=O)Cn2nc(C)c([N+](=O)[O-])c2C)c1	-4	i	i	i	i	i	i	i	i	i	i
24	CC1(C)Cc2c(sc3nc[nH]c(=O)c23)CO1	-9	i	i	i	i	i	i	i	i	i	i
25	CCCC(=O)NCCCc1nc2ccccc2[nH]1	-5	i	i	i	i	i	i	i	i	i	i
26	CCn1c2ccccc2c2cc(/C=N/n3cnnc3)ccc21	-7	i	i	i	i	i	i	i	i	i	i
27	CCOC(=O)CSc1nnc(CNC(=O)c2ccc(OC)cc2)n1Cc1ccccc1	.	.	i	i	i	.	.	i	.	.	i
28	Cc1ccc2nc(C)cc(SCC(=O)N/N=C/c3ccco3)c2c1	-7	i	i	i	i	i	i	i	i	i	i
29	CCOc1cc(C2NC(=O)NC(C)=C2C(=O)OCc2ccccc2)ccc1O (stereo not drawn)	-4	i	i	i	i	i	i	i	i	i	i
30	CCCN(CC(=O)Nc1ccccc1OC)C(C)C(=O)NC(C)CCc1ccccc1 (stereo not drawn)	-7	i	i	i	i	i	i	i	i	i	i
31	C/C(=N/NC(=O)Cc1cc(=O)[nH][nH]1)c1ccc([N+](=O)[O-])cc1	-6	i	i	i	i	i	i	i	i	i	i
32	Cc1onc(-c2ccccc2Cl)c1C(=O)N1CCN(C=O)CC1	-11	i	i	i	i	i	i	i	i	i	i
33	Nc1ncn(CC(=O)c2ccccc2)n1	-2	i	i	i	i	i	i	i	i	i	i
34	COc1ccc(CN(C)C(=O)Cc2ccsc2)c(OC)c1OC	-6	i	i	i	i	i	i	i	i	i	i
35	N#Cc1cc2ccc(N3CCOCC3)cc2cc1C#N	-6	i	i	i	i	i	i	i	i	i	i
36	Cc1ccc(CSc2nnc(C(F)(F)F)n2Cc2ccc(F)cc2)cc1	-8	i	i	i	i	i	i	i	i	-9.6*	i
37	CC(C)Sc1nnc(NC(=O)C2CC2)s1	-7	i	i	i	i	i	i	i	i	i	i
38	CCCc1c(C)nc(N2CCN(c3cccc(OC)c3)CC2)[nH]c1=O	5.9*	i	i	i	i	i	i	i	i	i	i
39	NC(=O)C1CC(=O)N(c2ccc(OCc3ccc(F)cc3)cc2)C1 (stereo not drawn)	-6	i	i	i	i	i	i	i	i	i	i
40	COc1ccc(CCN(C)C2CCCN(S(=O)(=O)C(C)C)C2)cc1OC (stereo not drawn)	-3	i	i	i	i	i	i	i	i	i	i
41	C=CCS(=O)(=O)c1nc2ccccc2s1	-6	i	i	i	i	i	i	i	i	i	i
42	CCOc1ccc(C2NC(=O)c3ccccc3O2)cc1OCC (stereo not drawn)	-10	i	i	i	i	i	i	i	i	i	i
43	COc1ccc(-c2ccc(N(C)C)cc2)cc1[C@H]1[C@H]2C=CC[C@@H](C)[C@@H]2C(=O)N1Cc1ccccc1	-11	i	i	i	i	i	i	i	i	i	i
44	Cc1c(CN(C)C)c2c(n1C)C(=O)c1ccc(Br)cc1-2	-8	i	i	i	i	i	i	i	i	i	i
45	O=C(NCCC1CCCCN1S(=O)(=O)c1ccccc1)C(=O)NCC1CCCO1 (stereo not drawn)	-12	i	i	i	i	i	i	i	i	i	i
46	COc1ccccc1C1CC(=O)NC(C)=C1C(=O)OCC(C)C (stereo not drawn)	-7	i	i	i	i	i	i	i	i	i	i
47	COCc1cc(CN2CCCC(C(=O)Nc3cccc(-n4cnnn4)c3)C2)ccc1OC (stereo not drawn)	-4	i	i	i	i	i	i	i	i	i	i
48	CC1(C)CC(=O)C(N=Nc2ccc(OC(F)F)cc2)=C(O)C1	0	i	i	i	i	i	i	i	i	i	i
49	C=CCn1c(=O)c2c(nc(-c3ccc(S(=O)(=O)O)cc3)n2C)n(C)c1=O	-5	i	i	i	i	i	i	i	i	i	i
50	O=C(Cn1cnc2ccccc2c1=O)NC1CCS(=O)(=O)C1 (stereo not drawn)	-4	i	i	i	i	i	i	i	i	i	i
51	O=C(CCn1[nH]c(=O)c2ccccc2c1=O)NCCO	-1	i	i	i	i	i	i	i	i	i	i
52	CC(C)CN=Cc1c(O)c([N+](=O)[O-])cc2oc3c(c12)CCCC3	-5	i	i	i	i	i	i	i	15*	i	i
53	CC1=C(C(=O)OCC(C)C)C(c2ccc(Br)s2)NC(=O)N1 (stereo not drawn)	-6	i	i	i	i	i	i	i	i	i	i
54	CCOC(=O)Cc1csc(NC(=O)CSc2nnc(Cc3csc(N)n3)n2C)n1	-7	i	i	i	i	i	i	i	i	i	i
55	COc1ccc(C(=O)Nc2ccc3c(c2)OCCO3)cc1	.	.	i	i	i	.	.	i	.	.	i
56	Cn1c(N)c(C(=O)COC(=O)CNS(=O)(=O)c2ccc(Cl)c(Cl)c2)c(=O)n(C)c1=O	-10	i	i	i	i	i	i	i	i	i	i
57	N=C1CCCN1c1ccccc1O	-9	i	i	i	i	i	i	i	i	i	i
58	O=C(NCCOc1nc(N2CCOCC2)nc(N2CCOCC2)n1)Nc1ccc(Cl)cc1	-8	i	i	i	i	i	i	-15*	i	i	i
59	Cc1ccc(C2NC(=O)CCC2[N+](=O)[O-])cc1 (stereo not drawn)	-8	i	i	i	i	i	i	i	i	i	i
60	CCOc1ccc(NC(=S)N2CCC(N(C)CCN3CCOCC3)CC2)cc1	-7	i	i	i	i	i	i	i	i	i	i
61	COc1ccc(-c2cn[nH]c2-c2ccc(OCc3ccc([N+](=O)[O-])cc3)cc2O)cc1OC	-11	i	i	i	i	i	i	i	i	i	i
62	CCC(NC(=O)CCc1c(C)c2cc3c(C)c(C)oc3cc2oc1=O)C(=O)N[C@@H](Cc1ccccc1)C(=O)O (stereo partly drawn)	-6	i	i	i	i	i	i	i	i	i	i
63	Cc1cc(C)nc(SCC(=O)c2ccc([N+](=O)[O-])cc2)n1	-5	i	i	i	i	i	i	i	i	i	i
64	O=C(CSc1nc(=O)[nH]c2c1CCCC2)Nc1ccc(F)cc1F	-7	i	i	i	i	i	i	i	i	i	i
65	CCc1c(C)c2nncn2[nH]c1=O	-1	i	i	i	i	i	i	i	i	i	i
